GPR35 antagonists: GPR35 antagonists blocking zaprinast-driven arrestin recruitment, primary screen, imaging, U2OS, beta-arrestin-GFP, zaprinast agonist (AID 2058); U2OS GPR35 beta-arrestin-GFP translocation imaging, zaprinast antagonism; higher % means a stronger effect; 0.052% of 290,000 active; inhibition, % at 10 µM, or IC50 in µM where a hit was titrated;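 active means inhibition of at least 50% with at least 30 cells and total cytoplasm GFP at most 10,000,000; inconclusive means under 30 cells or total GFP of 10,000,000 plus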
RSV antiviral HEp-2: inhibition of RSV-induced cytopathic effect – HEp-2 cells, primary 10 µM value included (AID 2391); HEp-2 cells, RSV-induced CPE inhibition; higher % means a stronger effect; CPE inhibition, % at 10 µM; hits with a dose series show IC50 in µM; 0.13% of 310,000 active; in the data active means a potency from the dose series; inconclusive means CPE inhibition mostly from about 23% at the one dose, without a potency; inactive means the rest, 99 in 100 with CPE inhibition below about 21%; further: strong numbers were not always called active
SV40 large T antigen: SV40 large T antigen inhibitors, biochemical (AID 1903); SV40 large T antigen ATPase/helicase inhibition assay; higher % means a stronger effect; inhibition, % at 20 µM, or IC50 in µM where a hit was titrated; 0.39% of 310,000 active; in the data active means a potency from the dose series; inconclusive means inhibition mostly from about 32% at the one dose, without a potency; inactive means the rest, 99 in 100 with inhibition below about 32%; further: strong numbers were not always called active
NS5 inhibitors: flavivirus cap methylation enzyme inhibition – biochemical, confirmation dose response, primary screen (AID 588689); Dengue-2 NS5 methyltransferase capping enzyme assay, biochemical; higher % means a stronger effect; inhibition, % at 25 µM; hits with a dose series show IC50 in µM; 0.3% of 340,000 active; in the data active means a potency from the dose series; inconclusive means inhibition above about 29% without an active follow-up result
CSM14.1 death rescue: rescue of cells from ER stress-induced death, primary screen, 384-well, CSM14.1, thapsigargin, ATP luminescence (AID 1222) | CSM14.1 thapsigargin-induced death rescue, ATP luminescence; higher % means a stronger effect | one-dose cellular ATP content (survival), % at 20 µM; EC50 in µM for titrated hits | 190,000 tested, under 10 active;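 active means EC50 below 50 µM in the dose-response confirmation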;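 further: death triggered by thapsigargin at about 15 µM added after 2 h compound pretreatment; cell ATP read after overnight thapsigargin exposure of roughly 18 to 22 hours; normalized against plate controls of thapsigargin alone and 5% DMSO vehicle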
Salmonella PhoP GFP: PhoP-dependent GFP reporter repression – Salmonella Typhimurium, primary screen (AID 1863); inhibition, % at 50 µM; hits with a dose series show IC50 in µM; 0.16% of 300,000 active; S. Typhimurium PhoP-regulated promoter GFP reporter, 4 h; higher % means a stronger effect;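 active means inhibition over 29.93%, a cutoff 3 SD above the screen mean, later confirmed by dose response; inconclusive means inhibition over 29.93% but no dose response follow-up; inactive means inhibition at most 29.93% or unconfirmed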;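 further: 0% = low Mg2+ inducing control and 100% = high Mg2+ repressing control; strong numbers were not always called active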
MgcRacGAP inhibition: MgcRacGAP GTPase-activating activity inhibitors, confirmation, biochemical, ADP Hunter fluorescence; one-dose inhibition, % at 30 µM; IC50 in µM for titrated hits; MgcRacGAP-stimulated Rac1 GTP hydrolysis, ADP Hunter fluorescence; higher % means a stronger effect; GST-tagged Rac1 F28L mutant substrate; 0.6% of 340,000 active; AID 624330;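 active means first-screen hits whose inhibition reached a set limit at any dose in the follow-up dose series; inconclusive means inhibition above the set first-screen limit but never retested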;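 further: fluorescence reports GDP produced by GAP-driven GTP hydrolysis; strong numbers were not always called active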
LYP inhibition: inhibitors of LYP phosphatase, biochemical, fluorescence intensity, uHTS (AID 1779). recombinant LYP phosphatase, fluorescence intensity; higher % means a stronger effect. inhibition, % at 11.5 µM; hits with a dose series show IC50 in µM. 0.054% of 290,000 active; in the data active means inhibition above about 50%;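 further: plate controls were vehicle with enzyme for no effect and no enzyme for full effect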
West Nile antiviral: West Nile virus antiviral activity, cell-based, CPE readout (AID 1621); one-dose CPE inhibition, % at 10 µM; IC50 in µM for titrated hits; West Nile virus-infected cells, CPE inhibition; higher % means a stronger effect; 0.02% of 290,000 active; in the data active means a potency from the dose series; inconclusive means CPE inhibition mostly from about 3.7% at the one dose, without a potency; inactive means the rest, 99 in 100 with CPE inhibition below about 2.2%; further: strong numbers were not always called active
NS5 inhibitors pilot replicate: recorded beside NS5 inhibitors, whose call it bears; inhibition, %; measured here: pilot screen replicate inhibition
Numbers without * were called inactive; u = inconclusive; x = no result given.

SMILES	GPR35 antagonists	RSV antiviral HEp-2	SV40 large T antigen	NS5 inhibitors	CSM14.1 death rescue	Salmonella PhoP GFP	MgcRacGAP inhibition	LYP inhibition	West Nile antiviral	others
CCOc1ccccc1CNC(=O)Cn1ccc2cc(S(=O)(=O)N3CCCCCC3)ccc21	-9%	19%	2%	-8%	x	-2%	-2%	-3%	1.1%
COc1ccc(NC(=O)Cn2nnc(C(=O)Nc3ccccc3C)c2N)cc1	-6%	0.4%	12%	-4%	-0.5%	-4%	10%	-3%	x
COc1ccc(OC)c(C(=O)NC(CC(N)=O)c2ccc(N3CCC(Cc4ccccc4)CC3)c([N+](=O)[O-])c2)c1 (stereo not drawn)	-8%	0.1%	9%	5%	x	x	5%	-10%	-0.8%
COc1ccc(NC(=O)CSc2nnc(-c3cccs3)n2-c2ccccc2)cc1	6%	1.4%	9%	-5%	x	-1%	13%	-5%	0.2%
COc1ccc(C2CC(=O)c3cnc(NC(=O)c4ccccc4)nc3C2)cc1OC (stereo not drawn)	-2%	0.5%	1%	-2%	-0.8%	-7%	7%	1%	-0.1%
Cc1cc(C)n(CC(O)Cn2cnc3c2c(=O)n(C)c(=O)n3C)n1 (stereo not drawn)	u	1.1%	1%	-3%	-2.5%	-6%	10%	-7%	-0.5%	NS5 inhibitors pilot replicate=-1.5
CC(NC(=O)CCNC(=O)c1ccc(Br)cc1)c1ccc(S(N)(=O)=O)cc1 (stereo not drawn)	x	0.6%	12%	-12%	x	-4%	0%	x	x
COc1cc(OC)c(C(=O)Nc2cc(Cl)ccc2-n2cncn2)cc1OC	x	-1.9%	8%	2%	x	-6%	12%	x	x
Fc1cccc(Cn2ccc(-c3ccc4c(c3)OCO4)n2)c1	3%	13%	0%	-3%	-3.6%	-6%	6%	5%	-0.6%
Cc1nnc(NC2=NCCC2)s1	6%	1.6%	5%	-6%	-0.3%	1%	8%	-8%	0.0%
CCC(C(=O)NC1CCCC1)N(Cc1cccs1)C(=O)Cn1nnc(-c2ccc(OC)c(OC)c2)n1 (stereo not drawn)	1%	1.3%	14%	-6%	0.4%	-1%	6%	-1%	-0.5%
C=CCSc1nc2c(c(=O)[nH]c(=O)n2C)n1Cc1ccc(C)cc1	-1%	3.2%	9%	0%	0.8%	3%	-1%	-3%	x
CC1(C)Cc2c(cnn2-c2cccc(F)c2)C(NC(=O)CCN2CCCC2=O)C1 (stereo not drawn)	-7%	-0.5%	9%	1%	x	-2%	3%	-10%	-0.5%
O=C(COC(=O)CN1C(=O)C2CCCCC2C1=O)NNC(=O)c1ccc(Cl)cc1 (stereo not drawn)	x	-1.9%	10%	-10%	x	-5%	8%	x	x
COC(=O)N/N=C(\C)c1ccc(OC(F)F)cc1OC(F)F	-3%	8.2%	-3%	-7%	-3.1%	5%	1%	-4%	-0.3%
CC1(C)CC(=O)C2=C(C1)OC(N)=C(C#N)C21C(=O)N2CCCc3cccc1c32 (stereo not drawn)	-6%	0.8%	-2%	-2%	x	3%	10%	-1%	-0.3%
Cc1cccc(NC(=O)CSc2ccc(-c3cccnc3)nn2)c1	2%	8.3%	17%	-5%	x	-4%	5%	-6%	-0.3%
CCN(Cc1ccncc1)Cc1cn[nH]c1-c1ccc(OC)cc1F	8%	-0.1%	26%	7%	1.6%	2%	-2%	-9%	-0.5%
COc1ncccc1C(=O)N1CCCC(C(=O)c2cc(F)ccc2F)C1 (stereo not drawn)	-4%	0.9%	-4%	-5%	0.6%	23%	10%	-10%	-0.3%
COCCCNCCOCCOc1ccc(Cl)cc1C(C)(C)C	2%	0.1%	7%	-6%	-0.6%	-2%	24%	-5%	-2.0%
O=C(CSc1nc(-c2ccc(F)cc2)cs1)Nc1ccccn1	16%	2.2%	12%	-30%	-0.3%	-5%	0%	-2%	-0.4%
CCOc1ccc(S(=O)(=O)N2CCC(C(=O)NCc3ccco3)CC2)cc1C	-26%	6.0%	7%	-9%	x	0%	8%	-10%	-1.1%
CC(C)c1ccccc1NS(=O)(=O)N(C)C	-8%	3.8%	2%	-11%	0.0%	-1%	-9%	-9%	-0.2%
CC(C)C1Oc2ccccc2N(CC(=O)NC2CCCCC2)C1=O (stereo not drawn)	10%	0.1%	1%	-9%	x	10%	2%	-7%	-1.4%
Cc1cc2c(N=NC(=O)C3CC3c3ccccc3)c(O)[nH]c2cc1Br (stereo not drawn)	-5%	18%	6%	0%	-0.3%	-6%	-9%	-1%	-1.1%

The closing 2 compounds of the section before open the next one.
SMILES	GPR35 antagonists	RSV antiviral HEp-2	SV40 large T antigen	NS5 inhibitors	CSM14.1 death rescue	Salmonella PhoP GFP	MgcRacGAP inhibition	LYP inhibition	West Nile antiviral	others
CC(C)C1Oc2ccccc2N(CC(=O)NC2CCCCC2)C1=O (stereo not drawn)	10%	0.1%	1%	-9%	x	10%	2%	-7%	-1.4%
Cc1cc2c(N=NC(=O)C3CC3c3ccccc3)c(O)[nH]c2cc1Br (stereo not drawn)	-5%	18%	6%	0%	-0.3%	-6%	-9%	-1%	-1.1%
O=C(CSc1nc2ccccc2c(=O)[nH]1)N1CCCCCC1	4%	0.3%	3%	10%	-1.6%	9%	7%	-1%	0.2%
O=C(NCc1ccco1)c1ccc(S(=O)(=O)N2CCOCC2)cc1	5%	1.0%	17%	4%	-0.8%	-1%	12%	-8%	-0.5%
CN(C)S(=O)(=O)c1ccc(C(=O)NCCOc2ccccc2)cc1	12%	1.1%	7%	0%	-0.3%	17%	4%	-10%	0.0%
CCC1CCCCN1C(=O)/C=C/c1ccc2c(c1)OCO2 (stereo not drawn)	-2%	3.5%	7%	-5%	x	-9%	11%	-5%	-1.3%
COc1ccc(CN(C)CC(=O)NC(C)c2ccccc2)cc1OC (stereo not drawn)	3%	1.3%	20%	0%	-1.5%	-4%	7%	-6%	0.8%
CCN(CC(=O)Nc1c(F)cccc1F)C(=O)c1ccc(Sc2nncn2C)c([N+](=O)[O-])c1	x	-1.4%	14%	-1%	x	-2%	10%	x	x
CC(C)CNC(=O)c1cccc(NC(=O)c2ccc(Cl)c([N+](=O)[O-])c2)c1	4%	4.0%	12%	-4%	4.7%	5%	-6%	-6%	-0.3%
Cc1nc2ccccc2c(=O)n1NC(=O)/C=C/c1ccc(Br)cc1	2%	0.0%	2%	4%	0.5%	0%	-3%	0%	-1.2%
COc1cccc(N/N=C(\C#N)S(=O)(=O)C(C)(C)C)c1	-4%	1.3%	8%	x	-10%	7%	x	-3%	0.0%
O=C(COC(=O)C1CCN(c2ccc(C(F)(F)F)cn2)CC1)NCc1ccc(F)cc1	x	-2.3%	17%	-6%	x	-6%	2%	x	x
O=C(Nc1nccs1)c1ccc(Cl)c(S(=O)(=O)N2CCOCC2)c1	-5%	-0.2%	-1%	-11%	-2.2%	6%	16%	-5%	0.0%
CCC1(CC)NC(=O)N(CC(=O)OC(C)C(=O)Nc2ccc(NC(C)=O)cc2)C1=O (stereo not drawn)	x	-1.1%	0%	-4%	x	-5%	3%	x	x
CC(C(=O)NC1C(=O)N2C(C(=O)O)=C(CSc3nnnn3C)CSC12)n1cc(Cl)cn1 (stereo not drawn)	-12%	2.4%	7%	-6%	-8.1%	-7%	17%	6%	0.5%
Cc1cc(C)cc(-n2ncc3c2CCCC3NC(=O)CN2CCCC2=O)c1 (stereo not drawn)	9%	0.4%	2%	-3%	x	-6%	10%	-3%	-0.2%
Cc1ccc(N(CC(=O)NC2CCCC2)C(=O)CNC(=O)c2cccs2)cc1C	10%	2.9%	20%	-2%	x	0%	6%	0%	0.9%
O=C(O)c1cc(=O)c2c(OCC(O)COc3cccc4oc(C(=O)O)cc(=O)c34)cccc2o1	-4%	x	7%	-4%	2.7%	1%	-1%	-3%	x
CC1CCN(CCCNC(=O)CN2CCN(Cc3ccc(Cl)cc3)C2=O)CC1	-5%	1.2%	-4%	-3%	-1.4%	-3%	0%	-7%	x
COc1ccccc1N1CCN(CCCCOc2ccc(C)cc2C)CC1	4%	0.0%	11%	-4%	x	14%	31%	-8%	-0.9%
Cc1cc2c(cc1S(=O)(=O)NCc1ccccc1)NC(=O)CO2	x	-1.8%	12%	4%	x	-8%	1%	x	x
COc1cccc(OCc2cc(C(=O)N3CCN(C)C(c4ccccc4)C3)no2)c1 (stereo not drawn)	-15%	7.2%	3%	-2%	x	-5%	7%	-3%	0.3%
CC1=NC(=O)C(N=Nc2ccccc2)N1c1ccccc1 (stereo not drawn)	5%	2.0%	9%	1%	-1.5%	0%	11%	-3%	-0.1%

Entries shown so far that have a Cl atom (7):
SMILES	GPR35 antagonists	RSV antiviral HEp-2	SV40 large T antigen	NS5 inhibitors	CSM14.1 death rescue	Salmonella PhoP GFP	MgcRacGAP inhibition	LYP inhibition	West Nile antiviral	others
COc1cc(OC)c(C(=O)Nc2cc(Cl)ccc2-n2cncn2)cc1OC	x	-1.9%	8%	2%	x	-6%	12%	x	x
O=C(COC(=O)CN1C(=O)C2CCCCC2C1=O)NNC(=O)c1ccc(Cl)cc1 (stereo not drawn)	x	-1.9%	10%	-10%	x	-5%	8%	x	x
COCCCNCCOCCOc1ccc(Cl)cc1C(C)(C)C	2%	0.1%	7%	-6%	-0.6%	-2%	24%	-5%	-2.0%
CC(C)CNC(=O)c1cccc(NC(=O)c2ccc(Cl)c([N+](=O)[O-])c2)c1	4%	4.0%	12%	-4%	4.7%	5%	-6%	-6%	-0.3%
O=C(Nc1nccs1)c1ccc(Cl)c(S(=O)(=O)N2CCOCC2)c1	-5%	-0.2%	-1%	-11%	-2.2%	6%	16%	-5%	0.0%
CC(C(=O)NC1C(=O)N2C(C(=O)O)=C(CSc3nnnn3C)CSC12)n1cc(Cl)cn1 (stereo not drawn)	-12%	2.4%	7%	-6%	-8.1%	-7%	17%	6%	0.5%
CC1CCN(CCCNC(=O)CN2CCN(Cc3ccc(Cl)cc3)C2=O)CC1	-5%	1.2%	-4%	-3%	-1.4%	-3%	0%	-7%	x
